ALOX15B inhib = blocks human 15-lipoxygenase 2 activity | O15296 | purified 15hLO-2, xylenol orange hydroperoxide absorbance | Potency, µM (titrated, usually from 57.1 µM), without a hit: at the highest dose activity change, negative = inhibition, hits mostly inhibitors | hit rate 0.56% among 110,000 | AID 881; further: potency means the concentration at half of the fitted maximal effect; nearly all actives have a fitted effect of over 60% in size; many of its hits are not listed in these tables
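Screening format was qHTS against 50 nM purified 15hLO-2 in Hepes pH 7.5 with detergent. Activity follows hydroperoxide formation from 45 uM arachidonic acid, measured as 573:405 nm absorbance ratio of the ferric-xylenol orange complex.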
PNC assembly inh = inhibitors of perinucleolar compartment assembly; PC3M PTB-GFP, PNC prevalence imaging, 16 h; hits give low values; activity change (PNC), negative = inhibition, % at 10 µM; hit rate 3.1% among 140,000;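 active means readout at or below -70, meaning at least 70% loss of cells showing the perinucleolar compartment, a nuclear body marking cancer cells; inconclusive means readout between -30 and a set limit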;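 further: plate controls were DMSO wells for no effect and camptothecin positive control wells for full effect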
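PC3M cells stably expressing PTB-GFP, 750–1000 cells/well, treated 16 h at 37 °C with compound (23 nl of library stock), in duplicate. After paraformaldehyde fixation and Hoechst stain, imaged at 20x; PNC prevalence scored by image analysis.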
12-hLO inh = blocks human 12-lipoxygenase activity; P18054; purified 12-hLO, xylenol orange hydroperoxide absorbance; Potency, µM (doses to about 57.1 µM), for inactives: top-dose activity change, negative = inhibition, actives largely listed as inhibitors; hit rate 0.12% among 150,000; AID 1452; further: potency means the concentration at half of the fitted maximal effect; nearly all actives have a fitted effect of over 55% in size; many of its hits are not listed in these tables
Target sequence (P18054 whole entry, looked up): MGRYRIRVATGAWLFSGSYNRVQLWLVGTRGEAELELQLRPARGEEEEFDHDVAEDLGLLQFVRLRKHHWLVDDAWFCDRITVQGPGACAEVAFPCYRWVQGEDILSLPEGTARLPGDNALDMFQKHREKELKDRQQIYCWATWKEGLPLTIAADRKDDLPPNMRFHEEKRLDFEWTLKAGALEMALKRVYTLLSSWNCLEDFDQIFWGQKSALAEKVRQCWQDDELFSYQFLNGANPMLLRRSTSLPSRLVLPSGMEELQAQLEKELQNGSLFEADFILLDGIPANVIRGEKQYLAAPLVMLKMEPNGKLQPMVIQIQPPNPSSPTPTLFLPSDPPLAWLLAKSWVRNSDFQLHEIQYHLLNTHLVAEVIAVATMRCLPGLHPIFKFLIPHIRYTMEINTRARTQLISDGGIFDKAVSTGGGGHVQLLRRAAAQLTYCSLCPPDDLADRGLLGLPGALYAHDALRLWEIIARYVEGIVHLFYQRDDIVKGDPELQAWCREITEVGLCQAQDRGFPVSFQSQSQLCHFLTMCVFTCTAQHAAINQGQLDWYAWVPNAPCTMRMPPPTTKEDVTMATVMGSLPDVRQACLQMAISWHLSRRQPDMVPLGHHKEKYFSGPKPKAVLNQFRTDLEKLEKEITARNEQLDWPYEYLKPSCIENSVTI
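Hydroperoxide output read as Fe(III)-xylenol orange absorbance, 573-to-405 nm ratio, after 30 min reaction with 40 uM arachidonic acid. Enzyme: 150 nM purified human 12hLO, 15 min compound preincubation; 25 mM Hepes pH 7.0, room temperature.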
IMPase inh = cell-permeable inhibitors of inositol monophosphatase (IMPase); P97697; CHO-M1 cells, IP1 accumulation, HTRF TR-FRET ratio; inhibition (IP1 accumulation), % at 46.1 µM; 120,000 tested, under 10 active; AID 901; active means well fitted curve in the direction sought with a large enough effect in the signal ratio, not every such curve was filed as active; inconclusive means small, poorly fitted or top-dose-only effect, or a change in a side signal; inactive means no such curve, though single readings can be large or run the other way; the % refers to the signal ratio;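 further: cells stimulated with carbachol in lithium chloride buffer; plate controls were DMSO basal wells for no effect and reference inhibitor wells for full effect; higher means more IMPase inhibition seen as more IP1 and lower FRET ratio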
Target sequence (P97697 whole entry, looked up): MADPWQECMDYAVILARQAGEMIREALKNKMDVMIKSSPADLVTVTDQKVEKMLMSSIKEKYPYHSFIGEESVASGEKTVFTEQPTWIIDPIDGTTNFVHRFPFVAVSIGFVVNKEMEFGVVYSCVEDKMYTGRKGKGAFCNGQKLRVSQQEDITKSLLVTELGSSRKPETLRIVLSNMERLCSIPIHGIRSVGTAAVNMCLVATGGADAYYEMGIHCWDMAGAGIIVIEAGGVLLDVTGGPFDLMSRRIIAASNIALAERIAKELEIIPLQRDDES
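Carbachol-driven Gq signalling in CHO-M1 cells (2000/well) generates IP1. Compounds that block IMPase raise IP1 and so reduce the FRET signal from Eu-anti-IP1 and d2-IP1 after a 10 min room-temperature lysis.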
Active calls of the source: *; ? = inconclusive; / = no result given; [ ] = remark or other dose. Unless noted, the call rests on the fitted dose curve; in most records, active means well fitted curve in the direction sought with a large enough effect; inconclusive means small, poorly fitted or top-dose-only effect, or another doubt; inactive means no such curve, though single readings can be large; an effect the other way counts as inactive or inconclusive. Unless noted, on the % scale 0 is the no-effect control and ±100 the full control effect.

SMILES	ALOX15B inhib	PNC assembly inh	12-hLO inh	IMPase inh
CCC(C)c1ccccc1NC(=O)COC(=O)c1ccc(N2CCCC2)c([N+](=O)[O-])c1 (stereo unspecified)	/	16	-4%	2
CCC1CCCCN1C(=O)CSc1nnc(-c2c[nH]c3ccccc23)o1 (stereo unspecified)	-14%	-19	-1%	8
C[N+]12CCC(CC1)[C@@H](OC(=O)C(O)(c1ccccc1)c1ccccc1)C2	-4%[25.6 µM]	/	2%[25.6 µM]	22[20.6 µM]
CCCn1cc(NC(=O)c2cc(-c3ccccc3)on2)cn1	6%	-15	4%	3
CC(C)(C)OC(=O)N/N=C/c1ccc(C(=O)O)cc1	/	-12	-4%	7
COc1ccc(C2/C(=C(/O)c3ccccc3)C(=O)C(=O)N2CO)cc1 (stereo unspecified)	18%	35	-3%	-1
O=C(N=Nc1c(O)[nH]c2ccccc12)c1cccc(S(=O)(=O)N2CCCCC2)c1	/	-19	-3%	/
O=C(Oc1ccc(-c2nnco2)cc1)N1CCCCC1	-6%	?	8%	-14
Cc1ccccc1OCCSCc1nc2ccccc2[nH]1	/	?	2%	-15
NC(=O)COc1cccc2cccnc12	-3%	17	5%	5
COc1cccc(-n2ccnc2SCC(=O)N2CCc3ccccc32)c1	3%	16	3%	-2
COc1ccc2c(c1)C(C)=CC(C)(C)N2C(=O)Nc1ccccc1	/	?	?	7
O=C(Nc1cccc(F)c1)NC1(C(=O)N2CCN3CCCC3C2)CCCCC1 (stereo unspecified)	/	10	1%	18
CCOc1ccc(-n2nc3c(=O)[nH]nc(C)c3c2C)cc1	/	30	-2%	/
Cc1ccc(C2CC(C(F)(F)F)n3nc(C(=O)NCCN4CCOCC4)cc3N2)cc1 (stereo unspecified)	9%	?	-1%	4
C/C(=N\NC(=O)c1cccc(C)c1)c1cccc(NC(=O)c2ccco2)c1	-1%	-1	6%	8
O=C(c1ccc(F)cc1)N1C2CCC1CC(O)(c1ccc(F)cc1)C2 (stereo unspecified)	-3%	54	0%	8
Cc1ccc(NC(=O)c2ccc(OC(=O)COc3ccc(Cl)cc3C)cc2)cc1	/	32	-3%	-7
CCOCCCNC(=O)CCCOc1ccccc1	-3%	?	-1%	4
CCOc1ccc(-c2nc(CSCC(=O)NCc3ccco3)c(C)o2)cc1	4%	16	7%	3

3 compounds from above, arranged by the value under ALOX15B inhib, falling.
SMILES	ALOX15B inhib	PNC assembly inh	12-hLO inh	IMPase inh
Cc1ccc(C2CC(C(F)(F)F)n3nc(C(=O)NCCN4CCOCC4)cc3N2)cc1 (stereo unspecified)	9%	?	-1%	4
COc1cccc(-n2ccnc2SCC(=O)N2CCc3ccccc32)c1	3%	16	3%	-2
O=C(c1ccc(F)cc1)N1C2CCC1CC(O)(c1ccc(F)cc1)C2 (stereo unspecified)	-3%	54	0%	8

Back to the main list with the 5 entries that preceded the break.
SMILES	ALOX15B inhib	PNC assembly inh	12-hLO inh	IMPase inh
C/C(=N\NC(=O)c1cccc(C)c1)c1cccc(NC(=O)c2ccco2)c1	-1%	-1	6%	8
O=C(c1ccc(F)cc1)N1C2CCC1CC(O)(c1ccc(F)cc1)C2 (stereo unspecified)	-3%	54	0%	8
Cc1ccc(NC(=O)c2ccc(OC(=O)COc3ccc(Cl)cc3C)cc2)cc1	/	32	-3%	-7
CCOCCCNC(=O)CCCOc1ccccc1	-3%	?	-1%	4
CCOc1ccc(-c2nc(CSCC(=O)NCc3ccco3)c(C)o2)cc1	4%	16	7%	3
CCC(C)NC(=O)CSc1nc2ccccc2c(=O)n1Cc1ccc(OC)cc1 (stereo unspecified)	7%	?	2%	1
O=C(NC1CCCCC1)c1cccc(Cn2cc(Cl)cn2)c1	-1%	-13	-2%	0
CCOC(=O)Cc1csc(NC(=O)C2C3C=CC(C3)C2C(=O)O)n1 (stereo unspecified)	-2%	-107*	4%	1
COc1ccc(N/C=C/C(=O)c2ccc(Oc3ncccn3)cc2)cc1	-21%	106	9%	-4
CCOc1ccc2nc(NC(=O)CSc3ccc(Cl)cc3)sc2c1	16%	44	-3%	6
C=CC[C@@H]1Cc2c(Br)ccc(Br)c2[C@@H](CC=C)N1	/	?	-1%	/
c1ccc(C2=NNC(=NC3CC3)SC2)cc1	-16%	-27	-6%	3
O=C(Nc1ccc2c(c1)OCO2)c1ccncc1	0%	-19	-7%	3
CCN(CC)c1ccc(NC(=O)CN2CCN(CC(=O)Nc3ccccc3F)CC2)cc1	4%	1	-2%	2
O=S(=O)(Nc1ccc(N2CCOCC2)cc1)c1ccc2ccccc2c1	-4%	-23	-9%	-4
CCn1ncc(/C=C/C(=O)C2CC2)c1C	/	-23	1%	/
COC(=O)[C@@H](N)Cc1ccc(O)cc1	/	7	2%	/
Cn1c(=O)c2c(ncn2C[C@@H](O)CO)n(C)c1=O	8%[25.6 µM]	/	2%[25.6 µM]	-3[20.6 µM]
CC(C)(C)NC(=O)C1CCCN(S(=O)(=O)c2cccc3cccnc23)C1 (stereo unspecified)	1%	35	-4%	0
COc1ccc(-c2nc3ccccn3c2C=O)cc1	/	-30	2%	/
Cc1ccc2nc(SCC(=O)Nc3cccc([N+](=O)[O-])c3)[nH]c2c1	/	43	-3%	6
Cc1ccc(NC(=O)CSCC(=O)Nc2ccc(N3CCOCC3)c(Cl)c2)cc1	4%	10	-8%	0
CC(C)(C)NS(=O)(=O)c1ccc(-c2csnn2)s1	-1%	15	-6%	1
COc1ccc(NC(=O)CSc2nnc(-c3ccoc3C)n2CCc2ccccc2)cc1	3%	?	0%	10
Cc1ccccc1-n1c(SCC(=O)N/N=C/C=C/c2ccccc2[N+](=O)[O-])nc2ccccc2c1=O	/	12	-2%	/

One compound at a time, as listed above.
CCn1ncc(/C=C/C(=O)C2CC2)c1C is listed as ALOX15B inhib = /; PNC assembly inh = -23; 12-hLO inh = 1%; IMPase inh = /
O=C(Nc1cccc(F)c1)NC1(C(=O)N2CCN3CCCC3C2)CCCCC1 (stereo unspecified) is listed as ALOX15B inhib = /; PNC assembly inh = 10; 12-hLO inh = 1%; IMPase inh = 18
Cc1ccc(NC(=O)CSCC(=O)Nc2ccc(N3CCOCC3)c(Cl)c2)cc1 is listed as ALOX15B inhib = 4%; PNC assembly inh = 10; 12-hLO inh = -8%; IMPase inh = 0

More structures.
SMILES	ALOX15B inhib	PNC assembly inh	12-hLO inh	IMPase inh
CC1(C)CC(=O)C2=C(C1)OC1=C(C(=O)CC(C)(C)C1)C2c1ccc(O)cc1O	?	44	?	11
Cc1ccc(CN(c2ccc(C(=O)N3CCCC3)cc2)S(C)(=O)=O)cc1	-1%	-83*	-4%	3
C/C(=N\c1nc2ccccc2n1C)c1cc(Cl)ccc1O	-1%	-22	-3%	0
COC(=O)C1C(=O)c2c(n[nH]c2C)CC1(C)C (stereo unspecified)	3%	-25	-2%	11
Cc1cccc(CSc2nnc(-c3cccs3)n2Cc2ccco2)c1	-3%	-13	1%	9
O=C1CC2CS(=O)(=O)CC2N1c1ccc(Cl)cc1Cl (stereo unspecified)	/	6	-2%	7
CCOC(Cn1c(SCc2cc(C(C)=O)ccc2OC)nc2ccccc2c1=O)OCC	/	-9	1%	-5
COc1cc(C(=O)Sc2ccc(C)cc2)cc(OC)c1OC	1%	?	-16%	0
Cc1cc(NC(=O)Nc2cccc3ccccc23)no1	-4%	-19	0%	9
O=C(Cn1cc(SCc2ccc(Cl)cc2)c2ccccc21)N1CCOCC1	/	?	-3%	-5
O=C(NCCNc1ccc([N+](=O)[O-])cc1)c1cccc2c(Br)cccc12	/	-86*	1%	/
CCOC(=O)N1CCC(NC(=O)C2CCCN(Cc3nc(-c4cccc(Cl)c4)oc3C)C2)CC1 (stereo unspecified)	41%[activator]	-10	-3%	17
O=C(CCCN1C(=O)C2C3C=CC(C3)C2C1=O)N1CCN(c2ccccc2)CC1 (stereo unspecified)	-2%	-106*	-7%	-10
O=C(Nc1ccc2nc(-c3ccco3)c(-c3ccco3)nc2c1)NC1CC1	/	15	-19%	11
O=C(Nn1cnnc1)c1cc([N+](=O)[O-])cc([N+](=O)[O-])c1	/	?	-2%	0
CCCNC(=O)c1ccc2snnc2c1	/	6	11%	?
CCc1c2c(nc3ccc(OC)cc13)COC2	4%	/	-2%	/
CCc1cc2c(=O)c(-c3nc4ccccc4n3C)c(C)oc2c(CN2CCOCC2)c1O	3%	?	-6%	-6
CCOc1cc(/C=C/c2cc(C(=O)O)c3ccccc3n2)ccc1O	/	21	-2%	/
CCOC(=O)N1CCC(NC(=O)c2cc(S(=O)(=O)N(CC)CC)ccc2F)CC1	0%	30	1%	1

Grouped by structure, the entries above with a COOH group (3)
SMILES	ALOX15B inhib	PNC assembly inh	12-hLO inh	IMPase inh
CC(C)(C)OC(=O)N/N=C/c1ccc(C(=O)O)cc1	/	-12	-4%	7
CCOC(=O)Cc1csc(NC(=O)C2C3C=CC(C3)C2C(=O)O)n1 (stereo unspecified)	-2%	-107*	4%	1
CCOc1cc(/C=C/c2cc(C(=O)O)c3ccccc3n2)ccc1O	/	21	-2%	/

Additional entries follow:
SMILES	ALOX15B inhib	PNC assembly inh	12-hLO inh	IMPase inh
CCCCNC(=O)Nc1c(C(=O)OCC)[nH]c2ccccc12	-6%	10	-7%	1
CSc1ncccc1C(=O)OCC(=O)N(CC(C)C)C1CCS(=O)(=O)C1 (stereo unspecified)	3%	?	0%	10
COc1ccccc1C(=O)NNC(=O)c1ccccc1F	/	?	-3%	-4
O=C(NS(=O)(=O)c1ccccc1)c1ccccc1O	7%	38	2%	6
COc1cccc(NC(=O)c2cc([N+](=O)[O-])ccc2NCc2cccnc2)c1	/	?	-6%	7
CCN(CC)c1ccc(/C=N/NC(=O)Cc2cccs2)c(O)c1	/	18	-4%	/
NCCCCCc1nnc(SCC(=O)c2ccc(Cl)cc2)o1	10%	-2	-10%	3
COc1cc(/C=C/C(=O)NCc2cccnc2)cc(OC)c1OC	6%	45	0%	7
COc1cc(C(=O)Nc2ccc3c(c2)OCCO3)ccc1OC(C)C	0%	27	-2%	-4
O=C(Nc1ccccc1)c1cnc[nH]1	3%	5	-2%	1
COc1cc2c(C)c3c4c(cc(OC)c(OC)c4c2cc1OC)CCN3C	-2%	/	-7%	14
Cn1c2ccccc2c2cnn(CC(=O)O)c(=O)c21	-7%	-5	-1%	-5
NNc1nnc(-c2ccccc2)c(-c2ccccc2)n1	10%	?	-23%	-10
COc1ccc(CC(=O)N(Cc2cc3cc(OC)ccc3[nH]c2=O)C(C)C)cc1	4%	-24	7%	11
COc1ccc(CCNC(=O)Cc2cccs2)cc1	/	-19	-1%	/
CC(NC(=O)CSc1nc2ccccc2c(=O)n1CCCO)c1ccccc1 (stereo unspecified)	-2%	16	1%	1
CC(C)C(NC(=O)C1CCCCC1)C(=O)Nc1ccncc1 (stereo unspecified)	-7%	24	-2%	5

Screening results deposited in PubChem BioAssay by National Center for Advancing Translational Sciences (NCATS).
